Screening data as filed in PubChem.
TEAD-YAP inh = TEAD-YAP interaction inhibition; HEK-TIYL cells, TEAD-Gal4/YAP UAS-luciferase luminescence; inhibition, % at 9.12 µM; hit rate 1.4% among 640,000; in the data active means inhibition above about 32%;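 further: 0% = median of test compound wells and 100% = reference inhibitor wells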
FBW7 act = activators of human E3 ligase FBW7. Q969H0. AlphaScreen FBW7–phospho-cyclin E peptide binding, activator screen. normalized activity (activation), % at 26.1 µM. hit rate 0.13% among 650,000. AID 1259310; in the data active means normalized activity above about 1.9%;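 further: purified mutant Fbw7 with reduced substrate affinity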
MITF inh = blocks human microphthalmia-associated transcription factor; O75030; AlphaScreen MITF homodimerization, bead proximity signal; inhibition, % at 2.6 µM; hit rate 0.91% among 650,000; AID 1259374; in the data active means inhibition above about 50%;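 further: 0% = vehicle wells with protein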
Target sequence (O75030 whole entry, looked up): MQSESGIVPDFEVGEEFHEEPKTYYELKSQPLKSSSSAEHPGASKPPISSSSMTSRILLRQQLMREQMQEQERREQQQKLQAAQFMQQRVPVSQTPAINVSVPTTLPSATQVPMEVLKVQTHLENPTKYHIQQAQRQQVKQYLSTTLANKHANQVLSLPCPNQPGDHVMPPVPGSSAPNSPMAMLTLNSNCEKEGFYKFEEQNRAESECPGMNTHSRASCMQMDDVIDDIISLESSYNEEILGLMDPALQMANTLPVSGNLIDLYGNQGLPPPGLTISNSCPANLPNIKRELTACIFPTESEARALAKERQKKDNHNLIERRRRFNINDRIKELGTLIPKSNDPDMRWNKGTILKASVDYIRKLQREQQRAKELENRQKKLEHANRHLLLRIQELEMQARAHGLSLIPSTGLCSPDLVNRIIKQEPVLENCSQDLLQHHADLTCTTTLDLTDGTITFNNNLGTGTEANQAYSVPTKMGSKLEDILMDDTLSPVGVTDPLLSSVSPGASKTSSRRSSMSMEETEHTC
GPR151 activ = activates the human receptor GPR151 | AID 1508602 | PathHunter beta-arrestin GPR151 cells, luminescence | hit rate 1% among 650,000 | Q8TDV0 | activation, % at 11.2 µM; in the data active means activation above about 4.9%;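 further: 0% = median of compound wells and 100% = cells with positive control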
Target sequence (Q8TDV0 whole entry, looked up): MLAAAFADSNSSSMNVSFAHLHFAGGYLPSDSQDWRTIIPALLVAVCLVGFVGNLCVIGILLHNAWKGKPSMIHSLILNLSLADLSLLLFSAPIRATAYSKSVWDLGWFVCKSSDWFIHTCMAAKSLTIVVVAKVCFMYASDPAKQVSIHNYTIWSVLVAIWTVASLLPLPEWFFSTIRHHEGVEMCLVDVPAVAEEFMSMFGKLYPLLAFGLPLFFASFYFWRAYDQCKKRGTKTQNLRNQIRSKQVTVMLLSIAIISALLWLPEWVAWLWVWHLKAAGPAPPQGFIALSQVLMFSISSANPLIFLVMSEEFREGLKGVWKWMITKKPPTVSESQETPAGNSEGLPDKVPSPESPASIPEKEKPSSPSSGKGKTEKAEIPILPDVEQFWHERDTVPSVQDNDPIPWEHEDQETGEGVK
An asterisk follows results filed as active; / = no result given.

SMILES	TEAD-YAP inh	FBW7 act	MITF inh	GPR151 activ
C/C(=N\N=C1\NC(=O)C(CC(=O)Nc2ccc(Cl)cc2)S1)C(C)(C)C (stereo not given)	15.9	0.1	1.8	-0.5
Nc1nnc(SCc2cc(=O)n3ccsc3n2)s1	11.5	0.3	16.7	-0.1
CCSc1nnc(NC(=O)CCC2CCCC2)s1	4.1	0.4	10.3	-0.4
O=C(CN(Cc1ccc(Br)cc1)S(=O)(=O)c1ccccc1)NC1CC1	4.6	-0.1	-1.2	0.5
CC(Cn1nnc2ccccc21)C(=O)O (stereo not given)	5.7	0.1	0.8	0.5
CN(CC(=O)Nc1ccncc1)S(=O)(=O)c1ccc(Br)cc1	8.3	-0.2	-24.2	2.0
COc1ccc(-c2nc3s/c(=C\c4ccco4)c(=O)n3n2)cc1OC	2.4	0.0	9.1	0.7
NC(=O)[C@@H]1CCCN1C1CCN(c2ccc(C(=O)NCc3cccnc3)cc2)CC1	7.4	-0.2	8.2	0.0
COc1ccc(C(=O)Nc2cc(C(=O)N3c4ccc(F)cc4CCC3C)ccc2N2CC3CC(C2)c2cccc(=O)n2C3)cc1 (stereo not given)	-5.7	0.4	11.0	-0.6
Cc1nc(-n2cccc2)sc1C(=O)NCCOc1cccc2cccnc12	-8.0	-0.2	5.9	0.3
CC1CC(C)CN(CC(O)COCC2COc3ccccc3O2)C1 (stereo not given)	3.9	-0.1	-5.8	-0.1
FC(F)(F)c1cccc(CNc2ncnc3nc(Nc4ccc(-n5ccnc5)cc4)[nH]c23)c1	-10.8	-0.1	0.6	-2.4
NC(=O)C1CCN(Cc2nc3ccccc3c(=O)[nH]2)CC1	9.3	-0.1	6.1	1.6
COc1ccc(CN(C)C2CCN(C)CC2)c(C)c1C	-5.3	0.2	59.1*	0.0
CN(C)CCCN(C(=O)COc1ccccc1)c1nc(-c2ccccc2)cs1	-23.6	-0.2	7.8	0.6
c1ccc(-c2cn(-c3nc(N4CCCCC4)nc(N4CCCCC4)n3)nn2)cc1	2.7	0.3	13.1	0.8
O=C(CN1C(=O)CCSc2ccccc21)N1CCc2ccccc21	-3.0	0.1	10.0	-0.3
O=[N+]([O-])c1ccc(NCc2ccco2)c(F)c1	-0.3	-0.2	8.7	-1.1
CCCc1nnc(NC(=O)Cc2coc3ccc(C)cc23)s1	-10.5	0.3	-12.0	-0.2
CC(C)COc1ccc(C(=O)N2N=C(C3CC3)CC2(O)C(F)(F)F)cc1 (stereo not given)	11.9	-0.1	7.2	2.4
O=C(c1cccc2c1OCCCO2)N(Cc1ccccn1)Cc1ccccn1	4.6	-0.2	2.0	0.6
Cc1ccc2nc(-c3cc4cc(Cl)ccc4oc3=O)cn2c1	3.1	0.0	2.1	-0.2
CCS(=O)(=O)Nc1cccc(N2CCC(NCc3nnc(-c4ccccc4)o3)CC2)c1	6.7	0.0	-6.6	-0.3
CCOC(=O)C1=C(C)N=C2SCC(=O)N2C1c1ccc(Cl)cc1 (stereo not given)	-5.5	0.0	-0.3	1.5
COc1ccc(C2=CC(c3sccc3C)n3nnnc3N2)cc1 (stereo not given)	-23.4	0.2	-7.1	-1.2
N#Cc1c2c(c(N3CCCCCC3)n3c1nc1ccccc13)CCC2	8.0	0.7	9.1	-0.4
CCOC(=O)C(CC)Oc1ccc2c(C)cc(=O)oc2c1C(=O)c1ccccc1 (stereo not given)	-0.6	0.0	8.9	1.4
CCOC(=O)c1c(-c2ccc(F)cc2)csc1NC(=O)CSc1nnc2cc(C)c3ccccc3n12	-6.2	-0.1	-10.2	0.2
CCOc1ccccc1N(CC(=O)NC)S(C)(=O)=O	11.3	0.1	4.0	-0.8
CSc1nc(N)c2c(C)c(C)sc2n1	-3.2	0.0	-13.0	-0.7
CCOC(=O)c1c(-c2ccccc2)oc2c1cc(NS(=O)(=O)c1ccc(OC)cc1)c1ccccc12	12.4	-0.1	-9.9	0.6
Cc1cc(C)nc(NC(=O)c2cccc([N+](=O)[O-])c2C)n1	5.2	0.1	9.2	-1.3
COc1ccc(/C=C/C(=O)Nc2ccc3nc(N4CCCCC4)cc(C)c3c2)cc1OC	1.7	1.1	11.1	0.6
Cc1nc(C)c(CC(=O)Nc2nc3c(s2)CCCC3)s1	40.4*	0.0	3.7	0.0
Cc1ccc(C(=O)N/C(=C/c2ccco2)C(=O)N2CCC(C)CC2)cc1	9.1	0.2	-7.3	-1.2
CC1CN(c2ncnc3c2cnn3CCNC(=O)C(C)(C)C)CC(C)O1 (stereo not given)	-3.8	0.0	6.7	0.0
COc1ccc(C(=O)C2CCCN(S(=O)(=O)c3ccsc3)C2)c(C)c1 (stereo not given)	-0.4	-0.1	6.9	1.0
Cc1ccc(N2C(=O)N(c3ccccc3)C3CS(=O)(=O)CC32)cc1 (stereo not given)	0.5	0.1	-0.9	-0.4
O=C(Nc1nc(-c2cc([N+](=O)[O-])cs2)cs1)c1nc2ccccc2s1	-2.8	0.1	12.8	1.4
CCSc1nnc(N(CCC(=O)O)CCC(=O)O)s1	6.3	0.1	5.0	0.8
O=C1NC2(CCCC2)Nc2ccccc21	-1.4	0.7	-21.1	-1.5
N#CC1=C(c2ccc(Cl)cc2)Sc2ccccc2NC1=O	-59.6	-0.3	-2.9	3.5
Cc1c(C(=O)O)cccc1-n1c(C)cc(C=O)c1C	4.3	0.7	28.1	-0.8
CCCN(CCC)C(=O)C1C2C=CC(C2)C1C(=O)O (stereo not given)	-7.4	-0.1	-7.2	-1.5
O=C1NC(c2ccccc2)=N/C1=C/c1ccc(F)cc1	-6.8	0.0	1.2	0.8
CC1CCCN(S(=O)(=O)c2ccc3c(c2)C(C)(C)C(=O)N3C)C1 (stereo not given)	1.0	0.5	-2.4	0.0
CC(=O)Nc1ccc(N=Cc2c(C)c(Cl)c(C)c([N+](=O)[O-])c2O)cc1	11.1	0.2	-0.6	0.7
CC(C)NC(=O)COC(=O)[C@H](C)Nc1ccc(C(F)(F)F)cc1[N+](=O)[O-]	1.0	0.6	4.2	-0.8
Cc1nc(C)c(C(=O)NCC2CCC3(CCN(C(C)C)CC3)O2)s1 (stereo not given)	-3.7	0.0	-1.6	1.6
CCc1cccc(CC)c1NC(=O)C(=O)NCCC(C)C	12.3	0.0	17.0	3.4
COC(=O)Nc1ccc2[nH]cc(CCNC(C)=O)c2c1	/	-0.1	-3.2	-0.8
Cc1ccc(OCc2nnc(NC(=O)c3ccccc3C(=O)O)s2)cc1	-11.4	-0.1	6.0	0.9
O=c1c2c(-c3ccc(Cl)cc3)csc2nc2n1CCC2	-1.0	0.3	-13.0	1.0
COc1ccccc1-n1c(C)ccc1C	8.0	0.1	1.2	-0.7
O=[N+]([O-])c1ccc(O)c(C=NCC2CCCO2)c1 (stereo not given)	-2.9	1.0	11.1	-1.6
O=C(NCc1nc(-c2ccncc2)n[nH]1)c1cc2ccccc2s1	3.7	-0.3	-6.1	0.5
CC(CC(=O)Nc1ccc(Cl)c([N+](=O)[O-])c1)c1ccccc1 (stereo not given)	0.2	-0.1	4.4	1.5
O=C(OC1CCCCC1)C(O)C1CCCCC1=O (stereo not given)	4.2	-0.1	5.8	0.7
O=S(=O)(NCCN1CCN(c2ccccc2F)CC1)c1cccs1	0.7	-0.2	-7.6	4.4
COCCn1c(SCC(=O)N2CCCCCC2)nnc1-c1c[nH]c2ccccc12	4.3	0.0	-9.4	1.0
The list goes on.
SMILES	TEAD-YAP inh	FBW7 act	MITF inh	GPR151 activ
CCOc1ccccc1N1C(=O)C2NN=C(C(=O)OC)C2C1=O (stereo not given)	4.9	0.1	15.8	-0.2
Cc1ccccc1OCC(=O)NCc1ccc2c(c1)OCO2	-3.7	0.1	13.7	0.4
Cc1ccc(OCc2nc(C#N)c(N3CCC(C)CC3)o2)cc1	-8.8	-0.1	14.8	0.2
O=C(NCCc1ccc(Cl)cc1)C1CCCN(c2ncccn2)C1 (stereo not given)	2.3	0.0	9.6	-0.4
Cc1cc(C)c(NC(=O)Cn2nnc(-c3nc(-c4ccncc4)no3)c2N)c(C)c1	0.4	-0.1	-0.3	-0.3
CCOC(=O)c1ccsc1NC(=S)NCc1ccccc1	3.4	-0.1	4.9	1.4
Cc1c(Cl)cccc1NC(=S)NNS(=O)(=O)c1ccc([N+](=O)[O-])cc1	7.0	0.1	20.5	-1.3
O=C(c1ccc2c(=O)n(Cc3cccc(Br)c3)c(=S)[nH]c2c1)N1CCOCC1	-8.8	-0.1	-0.2	0.1
O=C(CN1CCN(c2ccc(Cl)cc2)CC1)NCc1ccccc1	-3.8	0.2	11.5	-1.6
CC1CCCCN1C(=O)c1cccc(C#N)c1 (stereo not given)	-4.7	0.1	-5.6	1.3
Cc1cc(C(=O)Nc2nc3ccc([N+](=O)[O-])cc3s2)cs1	-4.7	0.0	-1.5	-1.0
Cc1cc([N+](=O)[O-])ccc1NCN1C(=O)c2ccccc2C1=O	-6.7	0.2	-16.1	2.2
COc1ccc(S(=O)(=O)NCC2CCCN(C(=O)C3CCOCC3)C2)cc1 (stereo not given)	2.7	0.0	-9.1	0.1
O=C(CCN1C(=O)c2ccccc2C1=O)N1CCN(c2ccccc2)CC1	1.5	0.3	8.9	1.9
Cn1cc(-c2ccc3cnc(Nc4ccc(C(=O)N5CCOCC5)cc4)nc3c2)cn1	70.6*	0.0	27.8	-1.8
COC(=O)C(=O)CC(=O)c1ccc(C)cc1C	5.2	-0.1	10.1	3.1
COc1ccc(CNC(=O)CC(NS(=O)(=O)c2ccc(Br)cc2)c2cccs2)cc1 (stereo not given)	-0.1	-0.1	-1.3	-0.2
CC(=O)c1c(C)[nH]c(C(=O)COC(=O)C2COc3ccccc3O2)c1C (stereo not given)	0.3	0.0	-3.7	0.4
COc1cc(CNn2cn[nH]c2=S)cc(Cl)c1OCc1ccccc1	1.4	-0.2	-6.8	1.5
COc1cccc2c(C)nc(Nc3nc4ccccc4c(=O)[nH]3)nc12	3.6	0.0	-1.3	-0.6

Eleven compounds already listed, sorted by count of non-hydrogen atoms, falling.
SMILES	TEAD-YAP inh	FBW7 act	MITF inh	GPR151 activ
Cn1cc(-c2ccc3cnc(Nc4ccc(C(=O)N5CCOCC5)cc4)nc3c2)cn1	70.6*	0.0	27.8	-1.8
COc1ccc(CNC(=O)CC(NS(=O)(=O)c2ccc(Br)cc2)c2cccs2)cc1 (stereo not given)	-0.1	-0.1	-1.3	-0.2
O=C(c1ccc2c(=O)n(Cc3cccc(Br)c3)c(=S)[nH]c2c1)N1CCOCC1	-8.8	-0.1	-0.2	0.1
O=C(CCN1C(=O)c2ccccc2C1=O)N1CCN(c2ccccc2)CC1	1.5	0.3	8.9	1.9
CC(=O)c1c(C)[nH]c(C(=O)COC(=O)C2COc3ccccc3O2)c1C (stereo not given)	0.3	0.0	-3.7	0.4
COc1cc(CNn2cn[nH]c2=S)cc(Cl)c1OCc1ccccc1	1.4	-0.2	-6.8	1.5
O=C(CN1CCN(c2ccc(Cl)cc2)CC1)NCc1ccccc1	-3.8	0.2	11.5	-1.6
Cc1cc([N+](=O)[O-])ccc1NCN1C(=O)c2ccccc2C1=O	-6.7	0.2	-16.1	2.2
Cc1ccccc1OCC(=O)NCc1ccc2c(c1)OCO2	-3.7	0.1	13.7	0.4
CCOC(=O)c1ccsc1NC(=S)NCc1ccccc1	3.4	-0.1	4.9	1.4
COC(=O)C(=O)CC(=O)c1ccc(C)cc1C	5.2	-0.1	10.1	3.1

Going on with the list:
SMILES	TEAD-YAP inh	FBW7 act	MITF inh	GPR151 activ
O=C(NCc1cccnc1)C1CC(=O)N(C2CCCCC2)C1 (stereo not given)	10.2	0.7	12.0	-0.4
COC(=O)C(C)N1C(=O)S/C(=C/c2ccc(-c3cc(C(=O)O)ccc3Cl)o2)C1=O (stereo not given)	-8.8	-0.5	-8.9	-0.5
O=C(Cn1nnc(-c2cccnc2)n1)N1c2ccccc2CCc2ccccc21	-13.0	-0.1	5.8	-0.9
CCc1ccc(N(CC(=O)NCc2ccco2)S(=O)(=O)c2ccccc2)cc1	4.5	-0.2	-2.3	0.7
Cn1cc(C(=O)Nc2nc3ccccc3s2)c2ccccc2c1=O	7.8	0.0	7.2	2.2
O=C(NCCO)/C(=C/c1cccs1)NC(=O)c1cccs1	-0.3	0.0	1.1	-0.8
O=C(COc1ccc(F)cc1)NCC1(c2cccs2)CCCC1	2.4	0.4	11.5	0.9
CCOc1ccc(-n2cc(-c3ccccc3)c3c(NCCCN4CCCC4=O)ncnc32)cc1	2.1	0.7	21.9	-0.2
N#CC1=C(N)OC2=C(C(=O)CCC2)C1c1cccc(O)c1 (stereo not given)	7.9	0.2	2.2	0.6
CSc1ccccc1NC(=O)COc1ccc(Br)cc1CO	-15.0	0.2	4.2	0.1
O=C(CN1CCN(c2ccc(Cl)cc2)CC1)Nc1cccc(C(F)(F)F)c1	5.3	-0.2	-4.2	-2.0
COC(=O)C1=C(C)NC2=C(C(=O)CC(c3ccc(OC)c(OC)c3)C2)C1c1ccccc1C (stereo not given)	2.2	-0.1	3.1	-0.2
CCOCCCNC(=O)C(NC(=O)C1CCC(=O)N1)c1ccc(C)cc1 (stereo not given)	-1.6	0.1	0.9	-0.9
O=C(NCCN1CCOCC1)c1cccc(C(=O)NCCN2CCOCC2)c1	2.3	0.2	-6.9	-0.3
OCCNCCOc1c(Cl)cccc1Cl	4.1	0.1	32.6	1.2
Cc1cccc(Nc2nnc(SCC(=O)c3ccc(C#N)cc3)s2)c1	-4.2	-0.1	-2.8	-1.6
